PI4K2A block: blocks human PI4K2A kinase activity; activity change, negative = inhibition, % at 76.9 µM; purified PI4K2A, ADP-Glo luminescence, 1 h; stronger effect = lower value; 0.13% of 420,000 active; Q9BTU6; in the data active means activity change below about -50%; inconclusive means mostly about -30% to -49%;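 further: -100% = wells without enzyme as full effect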
Target sequence (Q9BTU6 whole entry, looked up): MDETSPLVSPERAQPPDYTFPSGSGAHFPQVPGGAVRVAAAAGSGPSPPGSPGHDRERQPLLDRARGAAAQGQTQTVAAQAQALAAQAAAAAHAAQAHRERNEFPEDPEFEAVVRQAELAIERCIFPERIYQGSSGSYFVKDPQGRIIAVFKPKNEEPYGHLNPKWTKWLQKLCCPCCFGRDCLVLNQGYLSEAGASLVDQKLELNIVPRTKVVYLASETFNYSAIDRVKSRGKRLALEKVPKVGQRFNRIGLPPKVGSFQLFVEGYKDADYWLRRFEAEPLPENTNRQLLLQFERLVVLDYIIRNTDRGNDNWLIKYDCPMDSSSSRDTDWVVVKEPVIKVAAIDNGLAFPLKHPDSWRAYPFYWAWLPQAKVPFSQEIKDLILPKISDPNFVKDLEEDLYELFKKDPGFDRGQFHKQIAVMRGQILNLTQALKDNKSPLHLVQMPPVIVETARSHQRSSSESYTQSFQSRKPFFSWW
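PI4K2A activity was measured by ADP-Glo luminescence: enzyme (4 ug/mL stock) and phosphatidylinositol (1.2 mM stock) in Tris pH 7.5/MgCl2/EGTA/Triton X-100 buffer were reacted with ATP (300 microM stock) for one hour at ambient temperature.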
TRHR ag: agonists of human TRH receptor; P34981; TRHR cells, calcium flux fluo-8, FDSS agonist mode; activation, % at 2 µM; 0.18% of 360,000 active; AID 493084; in the data active means activation above about 30%; further: 0% is about no effect
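Agonist-mode FDSS calcium read (Ex 480/Em 530, 1 s cycles) in 1536-well TRHR cells with fluo-8 dye, after 10-cycle baseline and 23 nL compound addition; TRH at EC20 (10 nM final) added afterwards for the enhancer phase.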
TRHR enhancer: allosterically enhances the human TRH receptor; AID 493056; TRHR cells, fluo-8 calcium fluorescence, EC20 TRH enhancement; enhancement, % at 2 µM; 0.66% of 360,000 active; P34981; in the data active means enhancement above about 30%; further: 0% is about no effect
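Enhancer read-out: after compound pinning and an initial kinetic agonist-mode read, an EC20 of TRH (10 nM final) was injected and fluo-8 calcium signal (Ex 480/Em 530) followed at 1 s/cycle for 100 cycles in TRHR-expressing cells.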
TrxR1 substrate: rat thioredoxin reductase 1 substrate activity | purified TrxR1 substrate turnover, NADPH consumption readout | Potency, µM (titrated, usually from 114 µM), without a hit: at the top dose activity change, negative = substrate turnover | 0.01% of 390,000 active | AID 588456; further: potency means the concentration at half of the fitted maximal effect; on the % scale 0 is the no-effect control and ±100 the full control effect; nearly all actives have a fitted effect of over 50% in size
Target sequence (O89049 whole entry, looked up): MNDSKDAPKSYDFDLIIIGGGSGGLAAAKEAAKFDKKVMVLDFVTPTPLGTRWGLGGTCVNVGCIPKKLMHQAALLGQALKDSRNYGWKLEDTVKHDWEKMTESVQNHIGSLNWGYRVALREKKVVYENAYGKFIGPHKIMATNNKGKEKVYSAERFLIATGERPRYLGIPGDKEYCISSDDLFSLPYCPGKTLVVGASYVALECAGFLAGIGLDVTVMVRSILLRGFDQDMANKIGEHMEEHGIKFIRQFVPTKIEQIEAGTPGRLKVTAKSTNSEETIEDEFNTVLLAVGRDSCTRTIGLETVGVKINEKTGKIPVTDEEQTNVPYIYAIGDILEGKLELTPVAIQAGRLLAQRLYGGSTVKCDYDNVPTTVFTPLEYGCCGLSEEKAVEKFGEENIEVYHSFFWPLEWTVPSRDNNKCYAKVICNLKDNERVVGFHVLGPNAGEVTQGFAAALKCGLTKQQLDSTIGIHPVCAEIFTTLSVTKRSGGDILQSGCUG
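Rat TrxR1, dispensed at 90 nM, was prereduced with 400 uM NADPH (final) for 5 min at ~22 deg C, then incubated with compound 15 min before 400 uM selenite. A first-read NADPH fluorescence drop versus no-compound background flagged substrates.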
rTrxR1 inhibitor: blocks rat thioredoxin reductase 1; O89049; recombinant rTrxR1, NADPH fluorescence consumption, selenite substrate; Potency, µM (titrated, usually from 114 µM), without a hit: at the highest dose activity change, negative = inhibition, most hits filed as inhibitors; 1% of 390,000 active; AID 588453; further: potency means the concentration at half of the fitted maximal effect; on the % scale 0 is the no-effect control and ±100 the full control effect; nearly all actives have a fitted effect of over 65% in size
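Rat TrxR1 (90 nM in the dispensed reagent) was pre-reduced with 400 uM NADPH for 5 min at room temperature, then incubated with compound for 15 min. After 400 uM selenite was added, NADPH fluorescence (Ex 340/Em 450 nm) was followed for 8 min.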
mIDH1 inhibitor: inhibitors of human mutant IDH1 R132H; O75874; IDH1-R132H enzyme, NADPH consumption, diaphorase/resazurin fluorescence; Potency, µM (top dose mostly 76.6 µM), for inactives: top-dose activity change, negative = inhibition, hits mostly inhibitors; 0.093% of 390,000 active; further: potency means the concentration at half of the fitted maximal effect; on the % scale 0 is the no-effect control and ±100 the full control effect; nearly all actives have a fitted effect of over 65% in size
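IDH1-R132H (0.5 ug/mL) preincubated 30 min with compound, then NADPH (0.016 mM) and alpha-KG (2 mM) added; 80 min at RT, pH 7.5. Remaining NADPH coupled via diaphorase/resazurin to fluorescence (540/590 nm); concentration-response curves normalized to no-enzyme control.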
D2 antag: D2 dopamine receptor (human) antagonism. HEK293 TREx D2 cells, calcium flux, dopamine EC80. 2% of 340,000 active. inhibition, % at 10 µM. P14416; in the data active means inhibition above about 30%; further: 0% is about no effect
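Overnight-induced (tetracycline, 30 C) HEK293 T-REx cells carrying force-coupled D2 receive a no-wash calcium dye, then compound, then EC80 dopamine at 180 s; signals are read kinetically throughout.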
USP1-UAF1 inh: blocks the human USP1/UAF1 deubiquitinase complex | AID 743255 | Potency, µM (titrated, usually from 57.1 µM), for inactives: top-dose activity change, negative = inhibition, hits mostly inhibitors | O94782 | 0.23% of 390,000 active | recombinant USP1/UAF1, Ub-Rhodamine cleavage fluorescence; further: potency means the concentration at half of the fitted maximal effect; on the % scale 0 is the no-effect control and ±100 the full control effect; nearly all actives have a fitted effect of over 60% in size; inactives centre near -12
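Step one: compound is pinned into 1nM USP1/UAF1 in HEPES pH 7.8 buffer with TCEP. Step two: 15 min room-temperature incubation. Step three: Ub-Rho (150nM final) starts cleavage, tracked by fluorescence over six one-minute reads.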
D2 agonist: activates the human D2 dopamine receptor. P14416. HEK293 T-REx D2 cells, calcium flux agonist mode. activation, % at 2 µM. 0.53% of 340,000 active;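 active means activation over 3 SD above normal in the single-dose calcium agonist read, cut at about 30% in these data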; further: 0% is about no effect
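Tetracycline-induced HEK293 T-REx cells with force-coupled D2 receptor, plated overnight at 30 C, loaded with no-wash calcium dye. After a 10 s baseline, compound was pin-added and calcium flux read kinetically for 180 s; calcium rises flagged agonists.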
* = called active by the depositor; & = joins results of further samples; [ ] = another dose, or the depositor's remark. Unless noted, the call rests on the fitted dose curve; in most records, active means well fitted inhibition curve with a large enough effect; inconclusive means small, poorly fitted or top-dose-only effect; inactive means no such curve, though single readings can be large or run the other way.

CCN(C(=O)c1cc2c(=O)n3cccc(C)c3nc2s1)C1CCCCC1 was read as PI4K2A block 6, TRHR ag 0.3, TRHR enhancer 4, TrxR1 substrate 56%[activator], rTrxR1 inhibitor -7%, mIDH1 inhibitor 5%, D2 antag -4, USP1-UAF1 inh -29% and D2 agonist -0.2.
Screening COC(=O)C1C(=O)NC(SC)=C(C#N)C1c1ccccc1F (centres undefined) returned PI4K2A block -1, TRHR ag -0.5, TRHR enhancer 1, TrxR1 substrate 5%, rTrxR1 inhibitor 25%, mIDH1 inhibitor -1%, D2 antag -4, USP1-UAF1 inh -6% and D2 agonist -0.7.
CS(=O)(=O)c1ccc([C@@H](O)[C@@H](CF)NC(=O)C(Cl)Cl)cc1 was read as PI4K2A block -3&-4, TRHR ag 0.4, TRHR enhancer -6, TrxR1 substrate 3%, rTrxR1 inhibitor 4%, mIDH1 inhibitor -6%, D2 antag 4, USP1-UAF1 inh -31% and D2 agonist 0.8.
CCCCCN1C(C(=O)c2ccccc2)=C(NC(=O)c2ccc(OC)cc2)c2ccccc2S1(=O)=O was read as PI4K2A block -6, TRHR ag 0.1, TRHR enhancer 19, TrxR1 substrate -6%, rTrxR1 inhibitor 15%, mIDH1 inhibitor -6%, USP1-UAF1 inh -12% and D2 agonist -0.5.
For Cc1ccc(OCCC(=O)OCC(=O)N2CCN(S(=O)(=O)c3ccc(Cl)cc3)CC2)cc1 the results were PI4K2A block 0, TRHR ag -0.3, TRHR enhancer -2, TrxR1 substrate 5%[57.1 µM], rTrxR1 inhibitor 6%[57.1 µM], mIDH1 inhibitor 0%, D2 antag 5, USP1-UAF1 inh -21% and D2 agonist -0.4.
`O=C(Nc1cc(Cl)cc(Cl)c1)C(NCC1CCCO1)c1ccccc1` (centres undefined) gave PI4K2A block -3, TRHR ag 0.0, TRHR enhancer -6, TrxR1 substrate 2%, rTrxR1 inhibitor 12%, mIDH1 inhibitor 1%, D2 antag -1, USP1-UAF1 inh -4% and D2 agonist -1.5.
Screening COc1ccccc1CNC(=O)C(=O)c1cn(CC(=O)N2CCOCC2)c2ccccc12 returned PI4K2A block -3, TRHR ag -0.4, TRHR enhancer -5, TrxR1 substrate -4%, rTrxR1 inhibitor 10%, mIDH1 inhibitor 0%, D2 antag 2, USP1-UAF1 inh -18% and D2 agonist 0.4.
Screening O=C(O)Cn1nc(-c2ccccc2)ccc1=O returned PI4K2A block -2, TRHR ag 0.6, TRHR enhancer 2, TrxR1 substrate -3%[57.1 µM], rTrxR1 inhibitor 5%, mIDH1 inhibitor 8%, D2 antag -9, USP1-UAF1 inh -3% and D2 agonist -0.1.
For O=C(CCCCn1c(=O)c2ccccc2n(Cc2ccc(F)cc2Cl)c1=O)NCCc1ccc(Cl)cc1 the results were PI4K2A block 5, TRHR ag 3.4, TRHR enhancer -1, TrxR1 substrate -1%, rTrxR1 inhibitor 5%, mIDH1 inhibitor 14%, USP1-UAF1 inh -27% and D2 agonist 3.0.
For Cc1cccc(C(=O)O/N=C(/c2ccccc2)c2ccncc2)c1 the results were PI4K2A block 5, TRHR ag -0.8, TRHR enhancer 14, TrxR1 substrate 5%[57.1 µM], rTrxR1 inhibitor 6%[57.1 µM], mIDH1 inhibitor 11%, D2 antag 0, USP1-UAF1 inh -9% and D2 agonist -1.8.
Screening Cc1cccc(-c2n[nH]c(=S)n2/N=C/C=C/c2ccco2)c1 returned PI4K2A block -15, TRHR ag 0.1, TRHR enhancer 1, TrxR1 substrate -3%, rTrxR1 inhibitor inconclusive, mIDH1 inhibitor -19%, D2 antag -8, USP1-UAF1 inh -21% and D2 agonist -1.1.
Cc1ccc(-c2[nH]ncc2/C=N/n2c(COc3ccccc3)nc3ccccc3c2=O)cc1 was read as PI4K2A block 3, TRHR ag 0.5, TRHR enhancer -2, TrxR1 substrate -11%, rTrxR1 inhibitor -4%, mIDH1 inhibitor -4%, D2 antag -2, USP1-UAF1 inh -18% and D2 agonist 0.4.
`O=c1oc2ccccc2nc1/C=C(O)/C=C/c1ccc(F)cc1` gave PI4K2A block -6, TRHR ag 1.3, TRHR enhancer -4, TrxR1 substrate -7%, rTrxR1 inhibitor inconclusive, mIDH1 inhibitor 1%, D2 antag 5, USP1-UAF1 inh inconclusive and D2 agonist -0.2.
For CN(C)S(=O)(=O)c1ccc(NC(=S)NC(=O)C2CCC2)cc1 the results were PI4K2A block -3, TRHR ag 0.2, TRHR enhancer 3, TrxR1 substrate -2%, rTrxR1 inhibitor -18%, mIDH1 inhibitor -5%, D2 antag -9, USP1-UAF1 inh -4% and D2 agonist 1.2.
`Cc1cc(OCC(O)CN2CCN(C)CC2)ccc1C(C)C` (centres undefined) gave PI4K2A block -2&-9, TRHR ag 0.4, TRHR enhancer 7, TrxR1 substrate -11%&-4%, rTrxR1 inhibitor -15%&-7%, mIDH1 inhibitor -4%&5% and USP1-UAF1 inh -10%&-7%.
For Cc1cc(C)cc(NC(=O)CSc2nc3sc4c(c3c(=O)[nH]2)CCCC4)c1 the results were PI4K2A block -2, TRHR ag 0.0, TRHR enhancer -2, TrxR1 substrate -2%[57.1 µM], rTrxR1 inhibitor 21%[57.1 µM], mIDH1 inhibitor 13%, USP1-UAF1 inh -6% and D2 agonist 0.5.
COCCN(Cc1cn(C)nc1-c1ccc(Oc2ccccc2)cc1)C(C)C was read as PI4K2A block -17, TRHR ag 0.2, TRHR enhancer 2, TrxR1 substrate 5%, rTrxR1 inhibitor 10%, mIDH1 inhibitor 8%, D2 antag 4, USP1-UAF1 inh -15% and D2 agonist 0.1.
Screening CCc1cccc(NC(=O)C2Cc3ccccc3N2C(=O)c2ccccc2)c1 (centres undefined) returned PI4K2A block 1, TRHR ag -1.0, TRHR enhancer 3, TrxR1 substrate -8%[57.1 µM], rTrxR1 inhibitor -4%[57.1 µM], mIDH1 inhibitor 18%, USP1-UAF1 inh 4% and D2 agonist 0.5.
`CC(C)(C)n1nc2c(c1NC(=O)COc1ccc3ccccc3c1)CS(=O)(=O)C2` gave PI4K2A block 1, TRHR ag -1.1, TRHR enhancer 1, TrxR1 substrate -14%, rTrxR1 inhibitor -19%, mIDH1 inhibitor 5%, D2 antag -3, USP1-UAF1 inh -3% and D2 agonist 0.1.
Screening CCN(c1ccccc1)S(=O)(=O)c1ccc(NC(=O)c2cc(=O)c3cc(C)ccc3o2)cc1 returned PI4K2A block -1, TRHR ag 0.7, TRHR enhancer -1, TrxR1 substrate -2%, rTrxR1 inhibitor 8%, mIDH1 inhibitor 0% and USP1-UAF1 inh -10%.
CCn1c(SCC(=O)c2cc(OC)ccc2OC)nc2c1c(=O)n(C)c(=O)n2C was read as TRHR ag -0.6, TRHR enhancer 0, D2 antag -24 and D2 agonist 1.2.
Screening O=S(=O)(Nc1ccccn1)c1ccc(-n2cccn2)cc1 returned PI4K2A block -2, TRHR ag 0.5, TRHR enhancer 1, TrxR1 substrate 7%, rTrxR1 inhibitor 29%, mIDH1 inhibitor 6%, D2 antag 0, USP1-UAF1 inh -19% and D2 agonist 1.4.
Cc1ccc(CSc2ccc(S(=O)(=O)N3CCCC3)cn2)cc1 was read as PI4K2A block 7, TRHR ag 0.0, TRHR enhancer -10, TrxR1 substrate 2%, rTrxR1 inhibitor 48%[activator], mIDH1 inhibitor 0%, D2 antag 8, USP1-UAF1 inh -16% and D2 agonist -1.5.
O=C(CSc1nc2c(cnn2-c2cccc(Cl)c2)c(=O)[nH]1)NCCC1=CCCCC1 was read as PI4K2A block -4, TRHR ag -0.1, TRHR enhancer 5, TrxR1 substrate -4%, rTrxR1 inhibitor 17%, mIDH1 inhibitor -6%, D2 antag -13, USP1-UAF1 inh -2% and D2 agonist -1.2.
For NS(=O)(=O)c1ccc(CCNC(=O)COC(=O)/C=C/c2ccc(Cl)cc2)cc1 the results were PI4K2A block -3, TRHR ag 1.1, TRHR enhancer 0, TrxR1 substrate 3%, rTrxR1 inhibitor 11%, mIDH1 inhibitor 0%, D2 antag -9, USP1-UAF1 inh -19% and D2 agonist 2.8.
For O=C(COc1ccc(Cl)cc1)NC1CCSC1=O (centres undefined) the results were PI4K2A block -8, TRHR ag -0.5, TRHR enhancer 2, TrxR1 substrate -4%, rTrxR1 inhibitor -1%, mIDH1 inhibitor -4%, D2 antag 26, USP1-UAF1 inh -9% and D2 agonist -0.2.
Cc1ccc(NS(=O)(=O)c2cc(Br)cc3c2N(C(=O)C2CC2)CC3)cc1C was read as PI4K2A block 2, TRHR ag 0.1, TRHR enhancer -5, TrxR1 substrate -4%[57.1 µM], rTrxR1 inhibitor 20%[57.1 µM], mIDH1 inhibitor 8%, USP1-UAF1 inh -35% and D2 agonist 0.2.
Screening Cc1nn(CCc2n[nH]c(=S)n2C2CCCCC2)c(C)c1Br returned PI4K2A block -8, TRHR ag -0.5, TRHR enhancer 2, TrxR1 substrate 7%, rTrxR1 inhibitor inconclusive, mIDH1 inhibitor -1%, D2 antag 6, USP1-UAF1 inh -13% and D2 agonist -1.8.
For Nc1cccc(P(=O)(c2ccccc2)c2ccccc2)c1 the results were PI4K2A block -1, TRHR ag 0.4, TRHR enhancer 1, TrxR1 substrate 3%[57.1 µM], rTrxR1 inhibitor 4%[57.1 µM], mIDH1 inhibitor -5%, D2 antag -3, USP1-UAF1 inh -18% and D2 agonist 0.6.
For NC1=NC(c2ccccc2Cl)n2c(nc3ccccc32)N1 (centres undefined) the results were PI4K2A block 0, TRHR ag 0.5, TRHR enhancer -4, TrxR1 substrate 4%, rTrxR1 inhibitor -3%, mIDH1 inhibitor 8% and USP1-UAF1 inh -17%.

Source: PubChem (National Center for Advancing Translational Sciences (NCATS))
